MsrA act: activators of bovine methionine sulfoxide reductase A | AID 602163 | purified bovine MsrA, absorbance read-out | activation, % at 10.6 µM | 360,000 tested, 0.3% active; in the data active means activation above about 7.5%;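 further: 0% = vehicle and 100% = reference activator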
Rin1-Abl PPI inh: blocks binding of human Rin1 to Abl. 360,000 tested, 0.4% active. P00519+Q13671. inhibition, % at 7.35 µM. TR-FRET Rin1/Abl binding, biochemical; in the data active means inhibition above about 5%, passing the limit was not always enough
eLon inh: inhibits E. coli Lon protease. 360,000 tested, 0.42% active. inhibition, % at 7.94 µM. P0A9M0. purified E. coli Lon protease, fluorescence polarization. AID 602123; in the data active means inhibition above about 13%, passing the limit was not always enough;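 further: 0% = enzyme with probe and DMSO and 100% = no enzyme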
CSN inh: inhibitors of human CSN-mediated cullin deneddylation | Q92905 | Purified CSN, SCF-Nedd8-OG deneddylation, fluorescence polarization | inhibition, % at 12.5 µM | 360,000 tested, 0.38% active | AID 651999;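 active means pattern-corrected inhibition above about 35%, with an unprinted fluorescence ratio check between 0.5 and 1.5, limit read from the data, passing the limit was not always enough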;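 further: 0% = enzyme with substrate and 100% = substrate without enzyme; some results filed as inactive read as strong as hits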
Target sequence (Q92905 whole entry, looked up, one chain of several): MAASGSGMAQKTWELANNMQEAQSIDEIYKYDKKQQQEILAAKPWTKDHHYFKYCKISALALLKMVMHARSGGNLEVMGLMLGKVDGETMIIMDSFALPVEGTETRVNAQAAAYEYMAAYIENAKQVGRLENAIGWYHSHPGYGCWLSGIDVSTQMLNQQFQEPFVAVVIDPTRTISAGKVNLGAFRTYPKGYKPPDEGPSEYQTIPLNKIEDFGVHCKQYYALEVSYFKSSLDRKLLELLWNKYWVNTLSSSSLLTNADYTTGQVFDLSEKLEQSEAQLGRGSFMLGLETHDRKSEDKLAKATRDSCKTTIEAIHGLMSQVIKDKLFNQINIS
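Assay system: purified human Csn5 enzyme expressed in HEK293T cells; measure: % inhibition; also added: SCFSkp2-Nedd8OG substrate at 10 nM final; technique: fluorescence polarization; times: reaction 90 min, room temperature; medium: Tris buffer pH 7.5, NaCl, DTT, Tween-20, trehalose, ovalbumin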
Neddyl block: blocks human cullin neddylation; calls only at 25 µM; P61081+Q13564; TR-FRET cullin neddylation, biochemical; 360,000 tested, 0.58% active; in the data active means inhibition above about 36%
FAS-TE inh: inhibitors of human fatty acid synthase thioesterase domain; P49327; recombinant FAS-TE, OMFH fluorogenic substrate, fluorescence endpoint; inhibition, % at 15 µM; 360,000 tested, 0.67% active;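 active means compounds whose normalised, plate-corrected inhibition of enzyme fluorescence in the single-dose primary screen is 50% or more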;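 further: 0% = DMSO with enzyme and 100% = substrate without enzyme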
Tb MetRS inh: blocks T. brucei methionyl-tRNA synthetase activity. purified T. brucei MetRS, ATP depletion, Kinase-Glo luminescence. inhibition, % at 11.9 µM. 360,000 tested, 0.4% active. AID 624268;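 active means inhibition above a per-plate cutoff of the control wells' mean inhibition plus 3 SD, cut at about 5.5% in these data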;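 further: 0% = DMSO wells median and 100% = median of wells with control inhibitor compound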
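Assay system: T. brucei methionyl-tRNA synthetase, purified | Medium: HEPES buffer with MgCl2, KCl, DTT, spermine, BSA, pyrophosphatase | Compound: 11.9 µM single point | Incubation: 15 min enzyme-compound preincubation, 2 h reaction, 10 min detection, 25 °C | Measured by: Kinase-Glo luciferase luminescence reporting remaining unconsumed ATP | Measure: % inhibition normalized to control-well medians | Replication: Singlicate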
MsrA inh: bovine MsrA inhibition. purified bovine MsrA, absorbance read-out. inhibition, % at 15.5 µM. 360,000 tested, 0.75% active. AID 651718; in the data active means inhibition above about 4.5%;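 further: 0% = vehicle wells with enzyme and 100% = reference inhibitor wells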
MLLE-PAM2 inh: blocks PAM2 peptide binding to the PABP1 MLLE domain; P11940; GST-MLLE / FITC-PAM2 fluorescence polarization; inhibition, % at 20 µM; 360,000 tested, 0.36% active; AID 588489; in the data active means inhibition above about 35%, passing the limit was not always enough;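 further: plate controls were DMSO wells with GST-MLLE for no effect and wells lacking GST-MLLE protein for full effect; some results filed as inactive read as strong as hits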
Target sequence (P11940 whole entry, looked up, the tested form may be a part): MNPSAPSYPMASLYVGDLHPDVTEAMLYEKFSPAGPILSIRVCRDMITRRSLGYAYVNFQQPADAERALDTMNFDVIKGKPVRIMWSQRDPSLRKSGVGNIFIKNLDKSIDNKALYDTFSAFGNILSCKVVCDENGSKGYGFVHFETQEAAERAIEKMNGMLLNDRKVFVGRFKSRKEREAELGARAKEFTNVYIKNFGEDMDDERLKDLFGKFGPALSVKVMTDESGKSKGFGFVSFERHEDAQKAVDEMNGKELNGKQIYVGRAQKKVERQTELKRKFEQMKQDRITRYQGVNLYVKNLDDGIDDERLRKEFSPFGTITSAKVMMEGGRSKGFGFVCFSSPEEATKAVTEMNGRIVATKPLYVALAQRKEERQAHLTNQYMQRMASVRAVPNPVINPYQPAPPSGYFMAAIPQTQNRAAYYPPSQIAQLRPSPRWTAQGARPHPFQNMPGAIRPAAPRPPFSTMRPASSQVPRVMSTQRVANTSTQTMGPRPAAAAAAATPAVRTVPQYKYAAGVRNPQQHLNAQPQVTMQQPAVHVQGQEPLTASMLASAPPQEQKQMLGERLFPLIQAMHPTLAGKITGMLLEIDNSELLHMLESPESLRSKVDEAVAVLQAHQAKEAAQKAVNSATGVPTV
* hit, by the source's call; i = inactive; x = not tested or not shown; + = active, no number. Random draw from the library; any-hit rate near 4%.

SMILES | MsrA act | Rin1-Abl PPI inh | eLon inh | CSN inh | Neddyl block | FAS-TE inh | Tb MetRS inh | MsrA inh | MLLE-PAM2 inh
C=CCC[C@@H](Cc1ccc(F)cc1)C(=O)OC[C@H](Cc1c[nH]c2ccccc12)NC(=O)[C@@H](CC=C)CC(=O)N(CCO)Cc1ccccc1 | -1 | 0 | 2 | 5 | i | 25 | 0.0 | 1.0 | 6
CN1CCN(C(=O)CCN2C(=O)S/C(=C/c3ccc(Cl)cc3)C2=O)CC1 | -12 | 5 | -1 | 0 | i | 0 | -0.9 | 3.7 | -1
COc1ccccc1OCC(=O)NCCCn1ccnc1 | -7 | 4 | 7 | -2 | i | -13 | -0.4 | -0.5 | 6
O=C(Nc1ccc2nc(-c3cccnc3)[nH]c2c1)c1ccco1 | -2 | 0 | 3 | -3 | i | -8 | 0.0 | 2.1 | 7
C#CCOCCOCCOCCNc1nc(N2CCOCC2)nc(N2CCN(C(=O)CCCCCCCCCCNC(=O)[C@@H]([C@H](C)O)n3cc(C)nn3)CC2)n1 | -10 | 0 | -2 | 2 | i | -8 | -0.7 | 1.2 | -3
O=C(NCCc1cccc(F)c1)/C(=C/c1cccnc1)NC(=O)c1ccccc1 | -1 | -5 | -10 | -2 | i | -5 | -0.9 | -0.9 | 7
Cc1cc(C)c(-c2c(O)c3c(n(C)c2=O)CC(C)(C)CC3=O)c(C)c1 | -4 | -4 | 6 | -1 | i | -34 | -0.6 | 0.3 | 10
O=C(C[C@H]1C[C@H](C(=O)N2CCCCC2)[C@@]2(CCc3ccccc3)c3[nH]c4cc(-c5ccco5)ccc4c3CCN2C1=O)NCCC1=CCCCC1 | -7 | -2 | -4 | 14 | x | 13 | 0.3 | x | -41
Cc1ccc2nc(N3CCC(C(=O)NC4CCCCC4)CC3)sc2c1 | 0 | 0 | 7 | -3 | i | -2 | -0.5 | 0.2 | 3
OC(COc1ccc(OCc2ccccc2)cc1)CN1CCOCC1 (stereo not drawn) | -1 | 3 | -5 | 3 | i | -1 | 0.8 | 1.9 | 15
Cc1ccc(S(=O)(=O)NCCSc2nnnn2-c2ccccc2)cc1 | -4 | 5 | -5 | 4 | i | 2 | 0.1 | -1.2 | 7
Cc1cccc(N(C(=O)c2snc(C(N)=O)c2N)C(C(=O)NCC2CCCO2)c2cccs2)c1 (stereo not drawn) | -4 | -1 | -6 | 1 | + | -2 | -0.3 | 1.3 | 1
Cn1c(=O)oc2cc(S(=O)(=O)N3CCCC(C(=O)NCC4COc5ccccc5O4)C3)ccc21 (stereo not drawn) | -3 | -2 | 1 | 1 | i | 25 | -0.6 | -0.4 | -1
COC(=O)c1ccc(OCC(=O)c2cccc(OC)c2)cc1 | -1 | 2 | 3 | -2 | i | 4 | 0.0 | -1.9 | -16
CCSCCNC(=O)c1cc(-n2cnnc2)ccc1Cl | -1 | -4 | 0 | -6 | i | -4 | -0.1 | 0.2 | 4
CCCC1OC(c2cc3c(cc2Cl)OCO3)OCC1CC (stereo not drawn) | -1 | 1 | -1 | 0 | i | 24 | 0.0 | 0.9 | 0
CC(=O)Nc1ccc(OCC(O)Cn2c(C)nc3ccccc32)cc1 (stereo not drawn) | -5 | 0 | -5 | 3 | i | -12 | -0.8 | -0.1 | -8
S=c1[nH]nc(CSCCOc2ccc(Cl)cc2Cl)o1 | 1 | 1 | 3 | -2 | i | 13 | 2.8 | 0.5 | -100
CCCn1c(Cc2ccccc2)n[nH]c1=S | 1 | 1 | 1 | -6 | i | -7 | -0.1 | -0.2 | -2
Cc1c(NS(=O)(=O)c2ccc(C(=O)NCc3ccccc3)cc2)c(=O)n(-c2ccccc2)n1C | -9 | 3 | 6 | -1 | i | -3 | -0.6 | 0.8 | -11
CCN1C[C@@H]2[C@@H]3C(=O)N(Cc4ccccc4)C(=O)[C@@H]3[C@](CC)(C1=O)N2C(=O)c1ccc(C(C)(C)C)cc1 | -5 | 3 | 6 | 0 | i | -4 | -0.4 | 2.0 | -8
CN(C)CCCNc1nc2cc(-c3cncnc3)sc2c(=O)n1C | 1 | -1 | -5 | 5 | i | -7 | -0.2 | 0.2 | 5
CCOC(=O)c1c(NC(=O)CSc2nnc(CNC(=O)c3ccco3)n2C)sc2c1CCC2 | 3 | 3 | -2 | 9 | i | 2 | 0.3 | 1.9 | 10
Cc1c(O)c(=O)n(-c2ccccc2)n1C | -2 | -2 | -11 | -6 | i | 2 | 0.2 | -0.7 | -6
CCOC(=O)C1=C(C)N=c2s/c(=C/c3ccc(OCC(=O)O)cc3)c(=O)n2C1c1ccc(OC)cc1OC (stereo not drawn) | -7 | -2 | -11 | 6 | i | 12 | -0.9 | 0.1 | -30

The last five records of the part before come first, to join the parts.
SMILES | MsrA act | Rin1-Abl PPI inh | eLon inh | CSN inh | Neddyl block | FAS-TE inh | Tb MetRS inh | MsrA inh | MLLE-PAM2 inh
CCN1C[C@@H]2[C@@H]3C(=O)N(Cc4ccccc4)C(=O)[C@@H]3[C@](CC)(C1=O)N2C(=O)c1ccc(C(C)(C)C)cc1 | -5 | 3 | 6 | 0 | i | -4 | -0.4 | 2.0 | -8
CN(C)CCCNc1nc2cc(-c3cncnc3)sc2c(=O)n1C | 1 | -1 | -5 | 5 | i | -7 | -0.2 | 0.2 | 5
CCOC(=O)c1c(NC(=O)CSc2nnc(CNC(=O)c3ccco3)n2C)sc2c1CCC2 | 3 | 3 | -2 | 9 | i | 2 | 0.3 | 1.9 | 10
Cc1c(O)c(=O)n(-c2ccccc2)n1C | -2 | -2 | -11 | -6 | i | 2 | 0.2 | -0.7 | -6
CCOC(=O)C1=C(C)N=c2s/c(=C/c3ccc(OCC(=O)O)cc3)c(=O)n2C1c1ccc(OC)cc1OC (stereo not drawn) | -7 | -2 | -11 | 6 | i | 12 | -0.9 | 0.1 | -30
COc1ccc(CNC(=O)C(=O)NCC2CCCO2)cc1 (stereo not drawn) | 0 | -4 | -2 | 2 | i | -5 | -0.4 | -0.5 | -7
COc1cc(C(=O)Oc2ccccc2N)cc(OC)c1OC | 0 | 2 | -12 | -1 | i | -8 | -1.2 | 0.1 | -2
c1ccc(CN2OCC3Cn4c(nc5ccccc54)C32)cc1 (stereo not drawn) | 0 | 0 | 7 | -3 | i | -4 | -0.2 | 0.8 | 2
O=c1[nH]nc(Sc2ncnc3sccc23)n1CCc1ccccc1 | 1 | -1 | -2 | -4 | i | 0 | -0.6 | -0.6 | -114
O=C(Nc1ccccc1-c1ccccc1)C1CCCC1 | -2 | 2 | -4 | 4 | i | -2 | 0.1 | 0.0 | -9
O=C(NCc1cccc2ccsc12)c1cccs1 | 0 | -3 | -3 | -7 | i | -4 | -0.6 | 0.3 | -1
CC(On1c(-c2ccccc2)nc2ccc(Cl)cc21)C(=O)O (stereo not drawn) | -12 | 0 | -5 | -3 | i | -6 | -1.6 | 0.1 | 10
COc1cc(C2NC(=O)CCC2[N+](=O)[O-])cc(Br)c1OC (stereo not drawn) | 0 | 2 | -11 | -3 | i | -5 | 0.8 | 0.9 | 5
CCOC(=O)c1nnc(-c2ccc(C)cc2)nc1Sc1ccc(Cl)cc1 | -8 | -4 | 3 | 2 | i | 5 | -0.3 | 1.2 | -3
Cc1cccc(-c2noc(CCC(=O)NCC3CCCO3)n2)c1 (stereo not drawn) | -3 | 2 | 1 | -1 | i | -5 | -0.3 | -0.7 | -7
Cc1ncoc1C(=O)NCCC(c1ccccc1)c1ccccc1 | 4 | -1 | 3 | -2 | i | -6 | -0.1 | -0.5 | 4
COc1ccccc1/C=C/C=N/NC(=O)c1ccncc1 | -8 | -2 | -8 | 0 | i | -12 | -1.0 | 9.0* | 6
CCCn1nnnc1NC(=O)COc1ccc(CC)cc1 | -4 | 2 | 0 | 3 | i | -9 | 0.1 | -1.0 | 15
CSC1=NC(C)(C)C=C(/C=C/c2ccc(Cl)cc2Cl)N1 | -2 | 2 | 5 | 4 | i | 14 | 2.7 | 0.5 | 4
C[C@H](CO)N1C[C@H](C)[C@@H](CN(C)C(=O)c2ccc3ccn(C)c3c2)OCc2cnnn2CCCC1=O | -5 | -1 | -4 | -1 | i | -8 | -0.9 | 0.5 | 8
O=C(c1ccc(CNS(=O)(=O)c2ccc(Br)cc2)cc1)N1CCCCC1 | 1 | 1 | 1 | 4 | i | -1 | -0.1 | 1.5 | -15
Cc1noc(C)c1Cc1c(Cl)cccc1Cl | -4 | -1 | 6 | -3 | i | 4 | -0.9 | -0.7 | 5
Cc1cc(C)c(C)c(S(=O)(=O)NCC(=O)Nc2sc3c(c2C(N)=O)CCCC3)c1C | -14 | -2 | 0 | -2 | i | 15 | -0.4 | -0.2 | 9
NC(=O)/C(=C\c1ccccc1)NC(=O)/C=C/c1ccccc1 | -4 | 1 | 2 | -3 | i | -9 | 0.2 | -0.7 | -2
CC1(C)CC(=O)C=C(NNC(=O)c2ccccc2)C1 | -4 | 1 | -6 | -6 | i | -12 | 0.5 | 0.5 | 9
CCOC(=O)Cn1c(=O)c(F)cn(Cc2ccc(OC)c([N+](=O)[O-])c2)c1=O | -3 | 2 | 6 | -7 | i | 0 | -1.7 | 0.8 | 1
CCOCCCNC(=O)c1ccc(-n2c(=S)[nH]c3ccccc3c2=O)cc1 | 0 | 1 | 11 | 4 | i | -1 | -0.1 | -0.5 | -13
CCCCOc1ccc(C(=O)NCC(=O)N(C)CC(=O)Nc2ccc(N3CCOCC3)cc2)cc1 | -2 | 1 | 7 | -4 | i | -5 | -0.3 | -0.3 | 0
CCC(NS(=O)(=O)c1ccc(C)cc1)C(=O)N1CCC2(O)CCCCC2C1 (stereo not drawn) | -3 | 0 | -2 | 6 | i | -7 | -1.1 | -0.2 | -5
Cc1cc(N2CCN(C)CC2)nc2ccc(NC(=O)CCC(=O)N3CCN(c4ccc([N+](=O)[O-])cc4)CC3)cc12 | -2 | -8 | 10 | 2 | i | 4 | 0.6 | 1.3 | -14
(listing goes on)
SMILES | MsrA act | Rin1-Abl PPI inh | eLon inh | CSN inh | Neddyl block | FAS-TE inh | Tb MetRS inh | MsrA inh | MLLE-PAM2 inh
COc1cccc(C(=O)OCC(=O)Nc2ccccc2N2CCOCC2)c1 | 0 | -1 | -3 | 5 | i | 1 | 0.2 | -0.2 | 3
C[C@@H]1CN([C@H](C)CO)C(=O)CCCn2nncc2CO[C@H]1CN(C)Cc1ccccc1C(=O)O | 0 | 0 | 3 | -2 | i | -5 | -0.1 | -0.3 | 6
O=S1(=O)CCN(Cc2cccnc2)CC1 | -8 | 4 | -3 | 4 | i | -8 | -0.2 | -0.4 | 2
Cc1ccc(C)c(S(=O)(=O)NCC(=O)Nc2sc3c(c2C(N)=O)CCC(C)C3)c1 (stereo not drawn) | -2 | 1 | -1 | 6 | i | -9 | -0.4 | 1.2 | 3
COc1ccccc1C(C)NC(=O)c1ccc(NC(=O)CC2SC(N3CCCC3)=NC2=O)cc1 (stereo not drawn) | -3 | -1 | 6 | -7 | i | -8 | 0.0 | 0.8 | 9
CCNS(=O)(=O)c1ccc(NC(=O)c2cc(C(F)(F)F)nn2C)cc1 | -1 | -2 | -5 | 0 | i | 0 | 0.0 | -1.0 | -7
CSCc1cc(N(C)C)nc(SCc2ccc(Cl)cc2Cl)n1 | -1 | 3 | 5 | -2 | i | 37 | 0.0 | 0.9 | 1
Cc1ccc(C(=O)C(C)OC(=O)C2CCN(c3ccc(C(F)(F)F)cn3)CC2)cc1 (stereo not drawn) | -6 | 0 | 4 | -7 | i | 23 | 0.0 | 2.5 | 9
CCOC(=O)C1CCCN(c2nc3ccccc3nc2C(C#N)C(=O)NCc2ccccc2)C1 (stereo not drawn) | -2 | 0 | -10 | -7 | i | 13 | -1.1 | -0.1 | -20
